aDG glyco up: increases alpha dystroglycan glycosylation; AID 624168; Pro5-aDG cells, alpha-DG glycosylation AlphaScreen (IIH6); 0% Pro5, 100% B10-LARGE cell signal; activation, % at 10 µM; 360,000 compounds, 0.22% hits;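 active = activation of at least 8% versus controls, or a plate z-score of at least 8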;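 note: Pro5 are CHO cells carrying HIG-tagged alpha-DG that lacks glycosylation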
PDI turbidity: PDI (human) enzyme inhibition; 350,000 compounds, 0.052% hits; inhibition, % at 10 µM; P07237; PDI insulin aggregation turbidity, A650, 90 min;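 active = mean inhibition across replicates of 30% or more, whatever share of single replicates reach that level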;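 note: absorbance from insulin aggregation driven by PDI reduction with DTT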
MC4R barr agon: human MC4R agonism via beta-arrestin; P32245; U2OS MC4R beta-arrestin complementation, luminescence; percent of melanotan II response, DMSO zero; activation, % at 8.9 µM; 360,000 compounds, 0.98% hits;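 active = activation above a per-plate cutoff, the mean activation of sample wells on that plate plus 3 SD, cut at about 8% in these data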
Target sequence (P32245 whole entry, looked up): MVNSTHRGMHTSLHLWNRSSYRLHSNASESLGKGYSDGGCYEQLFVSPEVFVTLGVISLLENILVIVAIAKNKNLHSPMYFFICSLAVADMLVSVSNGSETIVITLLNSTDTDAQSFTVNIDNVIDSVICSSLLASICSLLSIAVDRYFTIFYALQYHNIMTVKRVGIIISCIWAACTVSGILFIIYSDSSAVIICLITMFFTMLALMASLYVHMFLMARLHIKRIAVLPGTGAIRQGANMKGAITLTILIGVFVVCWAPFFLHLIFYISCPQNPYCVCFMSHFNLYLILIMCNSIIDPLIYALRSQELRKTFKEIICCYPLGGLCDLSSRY
Cardio protect: protects H9c2 cardiomyocytes from peroxide injury; H2O2 injury protection, ATPLite, 2 h; protection from H2O2 cell death, % at 20 µM; 360,000 compounds, 0.63% hits; AID 588492;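 active = compounds giving at least 50% protection of heart cells from peroxide-induced death in the single-dose screen, raw or plate-pattern-corrected value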;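 note: 0% = DMSO wells with peroxide and 100% = DMSO wells without peroxide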
Vif imaging: HIV Vif inhibition; HEK293T cells, Vif self-association by quenched fluorescence, imaging, 24 h; inhibition, % at 7.49 µM; 340,000 compounds, 0.35% hits; AID 602346; in the data active = inhibition above about 50%, passing the limit was not always enough; note: some results filed as inactive read as strong as hits
ABCB6 inh MLPCN: human ABCB6 transporter inhibition; K562-ABCB6 porphyrin accumulation, flow cytometry, 1 h; stronger effect = lower value; fluorescence ratio to DMSO, % at 10 µM; 360,000 compounds, 0.19% hits;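 active = fluorescence ratio to DMSO below 75%, the collection mean minus 3 SD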;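 note: signal is porphyrin accumulated inside mitochondria; 100% equals median channel fluorescence of DMSO control wells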
Glyco luc inh: N-linked glycosylation inhibition; D54 ERlucT glycosylation luciferase reporter, 24 h; percent of 100 nM tunicamycin response; reporter increase, % at 12.5 µM; 360,000 compounds, 0.23% hits; AID 588692;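 active = mean luciferase reporter signal, scaled so untreated is 0 and the glycosylation-blocking control 100, at or above a set limit in every replicate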;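 note: luciferase carries N-glycosylation sites so blocking glycosylation raises the light; 0% = median of neutral control wells and 100% = median of 100 nM tunicamycin wells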
HTR2A ag: activates the mouse 5-HT2A serotonin receptor. P35363. CHO-K1 mHTR2A beta-arrestin complementation, luminescence; percent of 30 µM serotonin response. activation, % at 7.6 µM. 360,000 compounds, 0.66% hits. AID 624169;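 active = activation above a run cutoff, the mean activation of all tested compounds plus 3 SD, cut at about 14% in these data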;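 note: 0% = plate median of compound wells and 100% = 30 µM serotonin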
Target sequence (P35363 whole entry, looked up): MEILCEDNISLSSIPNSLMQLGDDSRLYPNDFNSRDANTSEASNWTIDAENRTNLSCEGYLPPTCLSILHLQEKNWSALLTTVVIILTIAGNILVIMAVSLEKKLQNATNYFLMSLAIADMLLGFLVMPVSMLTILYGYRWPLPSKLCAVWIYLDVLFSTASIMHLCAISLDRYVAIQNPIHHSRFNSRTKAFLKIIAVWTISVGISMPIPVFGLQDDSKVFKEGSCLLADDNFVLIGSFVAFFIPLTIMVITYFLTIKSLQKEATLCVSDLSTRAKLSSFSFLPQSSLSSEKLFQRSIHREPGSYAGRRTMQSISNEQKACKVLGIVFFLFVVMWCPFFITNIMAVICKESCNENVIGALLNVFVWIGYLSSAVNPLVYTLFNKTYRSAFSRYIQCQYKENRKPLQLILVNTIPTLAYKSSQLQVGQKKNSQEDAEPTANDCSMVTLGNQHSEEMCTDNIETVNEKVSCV
MC4R antagonist: human MC4R antagonism in cAMP assay; P32245; MC4R-expressing cells, MTII-stimulated cAMP, LANCE TR-FRET; inhibition, % at 6.5 µM; 360,000 compounds, 0.48% hits; AID 540295;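 active = inhibition above its plate's cutoff, the mean of tested wells on that plate plus 3 SD, cut at about 29% in these data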;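 note: 0% = Melanotan II alone and 100% = Melanotan II plus saturating MCL0020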
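system = U2OS cells with stable human MC4R expression | also added = Melanotan II challenge after compound preincubation | dosing = one concentration, 6.5 µM nominal | incubation = compound 30 min, challenge 1 h, detection 1 h | measured by = TR-FRET with Eu-cAMP and labeled anti-cAMP, 671 nm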
CaV13 FRET inh: Disruptors of the CACNA1D IQ motif to Ca2+-dependent inactivation inhibitor domain association, primary screening, Förster resonance energy transfer in intact living …. AID 743397. inhibition, % at 12.3 µM. 340,000 compounds, 0.098% hits. HEK cells, CFP/YFP FRET ICDI-IQ, plate reader, 10 min; percent FRET-ratio fall versus neutral wells;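 active = mean replicate inhibition of at least 30% and at least 1% of replicates passing that level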;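 note: 0% = median of the neutral control wells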
Numbers without * were called inactive; . = not tested or not shown; + = active, no number; & = joins results of further samples.

SMILES	aDG glyco up	PDI turbidity	MC4R barr agon	Cardio protect	Vif imaging	ABCB6 inh MLPCN	Glyco luc inh	HTR2A ag	MC4R antagonist	CaV13 FRET inh
COc1ccc(N2C(=O)NC(NS(=O)(=O)c3ccc(Cl)cc3)(C(F)(F)F)C2=O)cc1 (stereo unspecified)	-0.2	1	-0.5	-8	22	99	1	-6	7	-7
CCN(Cc1cc2cc(OC)ccc2[nH]c1=O)C(=O)Cc1ccc(OC)cc1	0.4	-3	-2.5	-1	-2	106	-2	-1	3	-1
CCOC(=O)N1CCC(NC(=O)c2ccc(Cl)cc2)CC1	0.0	-1	3.1	-1	-2	94	2	9	2	-5
O=C(Nc1ccc(Cl)cc1)c1ccncc1	-0.1	-2	-1.4	-11	-6	134	0	3	-6	-3
COc1ccc2c(C)cc(Sc3nnnn3-c3ccccc3)nc2c1	1.4	4	-1.0	-8	-3	94	-7	-1	12	-18
COC(=O)[C@H](CC(C)C)NC(=O)Nc1ccccc1F	0.1	6	2.9	7	3	98	3	0	10	-2
CCN(CC)CCCNC(=O)CCn1nc(-c2ccc(Cl)cc2)ccc1=O	0.0	5	-0.4	3	.	99	0	1	8	-4
O=C(CCNS(=O)(=O)c1ccccc1C(F)(F)F)NCCCSc1ccccc1	0.4	-1	-3.2	-5	8	97	0	-6	12	.
Cn1c(=O)[nH]c(=O)c2c1nc1n2CCCN1Cc1ccccc1	0.1	-10	-0.1	0	2	101	5	3	-2	-5
CC(=O)N1CCN(c2ccc(NCc3ccc(-c4cccc(Cl)c4)o3)cc2)CC1	0.6	0	-2.1	0	-7	101	2	0	0	.
c1ccc(CN2CCN(c3cnc4ccccc4n3)CC2)cc1	-0.1	1	-0.8	-4	-10	94	-1	12	1	-5
CCN(CC)C(=O)CSC1=C(C#N)C(c2ccco2)C(C(=O)OCCOC)=C(C)N1 (stereo unspecified)	-0.4&0.0	-1&4	-1.9&-1.5	8&-3	0&-14	98&100	0&-5	-9&-3	3&1	-11&-5
Cc1cc(=O)n2[nH]c(SCc3ccccc3)nc2n1	-0.4	-2	-0.7	6	-1	91	2	1	-2	-6
Cc1cc(Cl)cc(Cl)c1OCCN1CCCC1	-0.1	5	-1.1	2	0	102	1	8	3	-2
CCCOC1CCCN(C(=O)c2cc(Cl)c(Cl)cc2C(=O)O)C1 (stereo unspecified)	-0.2	-6	-1.2	-2	-7	99	0	-1	5	-5
Cn1c(SCC(=O)N2CCOCC2)nnc1-c1cnccn1	0.1	-3	0.8	1	11	102	3	8	4	-9
FC(F)(F)c1cc(-c2cccs2)nc2cc(-c3cccs3)nn12	-0.2	-4	25*	-3	-3	98	1	3	1	-55
COCc1[nH]nc2c1C(c1ccccc1OC)C(C#N)=C(N)O2 (stereo unspecified)	1.9	3	1.7	10	-5	94	-4	10	4	-2
CCCn1nnnc1NCc1ccc(OC)cc1	0.1	-5	-1.5	0	-20	99	0	-5	25	-21
CC(C)(C)Oc1ccccc1Nc1nc(NCCO)nc(N2CCCC2)n1	-0.2	0	3.9	3	14	90	6	24*	2	-4
Cc1cc(NC(=O)CCC(=O)N(Cc2ccco2)C2(C(=O)NC3CCCCC3)CCCCC2)no1	0.2	-2	0.3	5	20	99	-1	-2	6	-4
CCC(c1nnnn1-c1ccc2c(c1)OCCO2)N1CCN(c2ccccc2OC)CC1 (stereo unspecified)	0.2	.	.	.	.	91	.	1	.	-6
C=CCn1nc(-c2ccccc2)c2c(C)onc2c1=O	0.0	1	-0.8	2	1	97	2	2	-9	-3
CN(CC(=O)NCc1cccnc1)S(=O)(=O)c1cc(Cl)ccc1Cl	0.6	5	-0.6	-2	.	94	2	-5	12	-6
COc1ccc(COc2ccc3c(C)cc(=O)oc3c2)cc1	0.1	-5	2.7	-3	-9	92	-3	-2	-4	10
COc1ccc(N2CCN(C(=O)CCNC(=O)Cn3ccc4ccccc4c3=O)CC2)cc1	-0.1	5	-1.6	-4	1	97	2	-3	11	-4
CCOC(=O)C(C)Sc1nnc(NC(=O)c2cccc([N+](=O)[O-])c2C)s1 (stereo unspecified)	-0.1	8	-0.6	8	-3	101	1	0	23	-5
CC(C)NS(=O)(=O)c1ccc(CCC(=O)NCc2ccc3c(c2)OCO3)cc1	-0.2	-1	-1.3	5	-4	99	1	9	4	-9
CCc1nc2c(OCc3ccc(C(=O)OC)cc3)cccn2c1N(C)C(=O)C(C)C	0.4	6	1.6	-2	.	95	1	-2	2	.
Cc1c(NC(=O)C(C)C)cccc1-c1nc2ncccc2o1	-0.1	-5	-0.3	-3	3	104	2	4	18	-6
O=C1NC[C@@H](Cc2ccc(O)cc2)N(CC2CCCCC2)C1=O	0.0	-2	-1.3	2	.	99	2	-3	4	-11
O=C(OCC(=O)N1CCOCC1)c1ccccc1OCc1ccccc1Cl	0.3	3	-0.5	-1	-4	94	1	-3	6	-6
CC(C)c1ccc(NC(=S)NN2C(C)CCCC2C)cc1 (stereo unspecified)	0.2	10	1.7	-12	5	94	-1	1	-1	-4
COc1ccc(NC(C)=O)cc1S(=O)(=O)N1CCn2cccc2C1C (stereo unspecified)	0.0	-1	-0.8	4	2	92	-1	0	-7	-2
O=C(Nc1cccc(NC(=O)c2cccc([N+](=O)[O-])c2)n1)c1cccc([N+](=O)[O-])c1	0.0	5	-0.7	-5	20	101	-4	12	14	-10
O=C(NCCN1CCOCC1)/C(=C\c1ccccc1Cl)NC(=O)c1ccccc1	0.1	2	0.6	1	-2	92	0	4	-1	-3
CCCCCCSc1ccc([C@H]2N[C@@](C)(C(=O)OC)[C@H]3C(=O)N(C)C(=O)[C@@H]23)cc1	0.8	-15	-2.2	-8	-10	93	-3	-9	3	11
COCCCn1cnc2oc3nc4ccccc4nc3c2c1=O	-0.1	-3	0.8	-6	1	125	-11	-3	-1	-5
Cc1ccc(C2(C)NC(=O)N(CC(=O)Nc3ccc(-c4nc5ccc(C)cc5s4)cc3)C2=O)cc1 (stereo unspecified)	0.4	7	2.1	-7	1	96	-7	-2	15	-8
N/C(=N\OC(=O)COc1ccc(Cl)cc1Cl)c1ccccn1	0.6	2	-1.1	-20	-1	97	-17	-5	-4	-18
COc1cccc(/C=C2\N=C(SC)SC2=O)c1OC	0.3	-10	4.6	-9	5	93	1	4	8	-6
CC(C)(C)OC(=O)CC[C@@H](C(=O)N1CCN(C(=O)OC(C)(C)C)CC1)n1cc(C(CO)NC(=O)OC(C)(C)C)nn1 (stereo partly specified)	-0.1	1	-1.5	5	-4	105	2	-2	7	-5
Cc1ccccc1OCC(=O)NCCC1=CCCCC1	-0.2	5	-1.4	-7	-2	98	0	-1	4	-5
O=C(O)c1ccc(S(=O)(=O)NCc2cccnc2)cc1	0.0	3	-0.6	11	1	100	1	-2	10	-2
O=C(COC(=O)c1cc[n+]([O-])cc1)Nc1ccc2c(c1)OCCO2	0.0	13	-0.2	0	-3	89	0	-3	1	-3
COc1ccc(C(=O)NCCOc2cccc(OC)c2)cc1	-0.1	19	1.2	4	-4	101	1	-1	17	1
COc1ccc(C(=O)NN/C(C)=C/C(=O)c2ccccc2)cc1	-0.1	12	0.0	3	19	95	0	-6	3	-5
C(=N\Nc1nc(N2CCCCC2)nc(N2CCCCC2)n1)/c1c[nH]c2ccccc12	0.0	3	7.4	-6	1	103	3	-3	10	-7
COc1ccccc1NC(=O)NCc1ccco1	-0.2	14	-3.2	1	7	104	2	3	-4	-3
COc1nc(-c2ccccc2Cl)ccc1C#N	-0.2	21	4.6	-9	-6	94	2	-2	-3	-8
COC(=O)C1=CN(c2cc(C)cc(C)c2)C=C(C(=O)OC)C1c1cccc(F)c1	0.9	2	-2.2	-11	10	91	-9	3	4	.
Cc1ccc(OC(=O)N2CCOCC2)cc1	-0.2	-4	-2.3	0	-4	94	0	-2	-2	-3
CCCCC(=O)Nc1ccc(C(=O)N(CC)c2ccccc2C)cc1	0.0	0	0.9	-8	-8	102	0	-1	30*	-1
COc1ccc([C@H]2[C@@H]3C=CCC[C@@]3(C)C(=O)N2Cc2ccccc2)cc1Cl	0.3	1	0.1	-6	-2	103	0	-12	1	-4
Brc1ccc2ncnc(NCc3ccccc3)c2c1	8.2*	-5	-1.2	-37	-6	92	-13	1	11	.
Cc1ccc(NC(=O)C(Cc2ccccc2)N2C(=O)C3C4CCC(C4)C3C2=O)cc1Cl (stereo unspecified)	0.6	-6	0.8	0	-6	92	21	4	16	-6
CCOc1ccc(NC(=O)CN2C(=O)CSC2=O)cc1	0.0	0	-2.2	-5	0	97	3	-3	-4	-10
Cc1ccc2c(CN3CCCc4ccccc43)cc(=O)oc2c1C	0.0	1	-0.3	-5	13	357	-1	-3	-1	-5
CCOc1ccc(CCNC(=O)COC(=O)c2cccnc2OCC)cc1OCC	0.1	12	0.2	-2	7	110	1	2	2	-8
COC(=O)c1ccc(NC(=O)COC(=O)CSc2nc(C)cc(C)n2)cc1	-0.1	13	0.3	5	0	97	1	2	8	.

(more compounds)
SMILES	aDG glyco up	PDI turbidity	MC4R barr agon	Cardio protect	Vif imaging	ABCB6 inh MLPCN	Glyco luc inh	HTR2A ag	MC4R antagonist	CaV13 FRET inh
Clc1cccc(CN2CCN(Cc3nc(CCc4ccccc4)no3)CC2)c1	0.0	1	1.8	-10	-2	99	1	-5	5	+
Cc1c(NC(=O)c2cc(-c3cccs3)on2)c(=O)n(-c2ccccc2)n1C	1.2	3	0.0	-1	5	93	-1	3	-3	-8
Cn1nc(C(=O)Nc2sc3c(c2C#N)CCCC3)ccc1=O	0.2	-3	-1.6	-3	5	97	1	2	20	0
O=C(Cc1nn[nH]n1)c1ccccc1O	-0.1	-4	-2.3	8	3	96	1	-2	4	.
CC(C)(C)NC(=S)N/N=C\c1ccc(-c2ccc([N+](=O)[O-])cc2)o1	0.2	-16	-0.1	9	.	240	-2	5	0	-8
CCN(CC)C(=O)C1=C(C)N(CCC2=CCCCC2)C(=O)C(CC(=O)NCCc2ccccn2)C1 (stereo unspecified)	0.5	0	-0.4	-5	6	109	1	2	8	-6
CCOC(=O)SC1=N/C(=C\c2ccc(N(C)C)cc2)C(=O)S1	0.7	-5	-0.6	-1	.	108	2	3	-4	-8
COc1cc(NC(=S)Nc2ccc3c(c2)OCCO3)cc(OC)c1OC	0.6	16	-1.6	7	-4	96	0	1	-6	-5
COc1cc2c(cc1OC)CN(C(=O)c1ccc(OC)c(S(=O)(=O)N3CCCC3)c1)CC2	-0.1	4	0.3	-4	4	105	-1	2	-4	-6
Cc1[nH]c2ccccc2c1C(=O)C(=O)N1c2ccccc2CC1C (stereo unspecified)	0.2	6	-0.5	-4	-11	98	-1	3	-13	-6

A draw from above in order of length of the SMILES, lowest first.
SMILES	aDG glyco up	PDI turbidity	MC4R barr agon	Cardio protect	Vif imaging	ABCB6 inh MLPCN	Glyco luc inh	HTR2A ag	MC4R antagonist	CaV13 FRET inh
Cc1c(NC(=O)c2cc(-c3cccs3)on2)c(=O)n(-c2ccccc2)n1C	1.2	3	0.0	-1	5	93	-1	3	-3	-8
COc1cc2c(cc1OC)CN(C(=O)c1ccc(OC)c(S(=O)(=O)N3CCCC3)c1)CC2	-0.1	4	0.3	-4	4	105	-1	2	-4	-6
CCN(CC)C(=O)C1=C(C)N(CCC2=CCCCC2)C(=O)C(CC(=O)NCCc2ccccn2)C1 (stereo unspecified)	0.5	0	-0.4	-5	6	109	1	2	8	-6
